TRPC4 potent: positive allosteric modulators of TRPC4, primary screen, cell-based, mouse TRPC4beta, HEK293 mu-opioid, Fluo-4 calcium. B-score at 10 µM. DAMGO EC20, Fluo-4 Ca2+ flux; hits give high values. AID 2227, 2009. 310,000 tested, 0.42% active. Short transient receptor potential channel 4 (Mus musculus), Q9QUQ5;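 active means B-score of calcium response area above 5 SD of library B-scores, with initial fluorescence ratio within 5 SD of library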;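 further: B-score of integrated fluorescence ratio over time as area under calcium response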
KCNK3 block: human KCNK3 channel inhibitors, primary screen, CHO cells, FluxOR thallium flux, B-score; 340,000 tested, 0.84% active; B-score at 10 µM; Potassium channel subfamily K member 3 (Homo sapiens), O14649; FluxOR fluorescence; hits give low values;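 active means B-score under library mean minus 4 SD, starting fluorescence ratio at most library mean plus 5 SD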;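 further: more negative B-score means stronger inhibition of thallium flux through KCNK3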
TRPC4 inh: inhibitors of mouse TRPC4 channel, primary screen, Fluo4 calcium, HEK293 TRPC4beta/mu-opioid cells; DAMGO-evoked Fluo4 calcium flux; hits give low values; B-score at 10 µM; 300,000 tested, 0.39% active;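 active means B-score over 3 SD under the library average, no early fluorescence shift, positive overall ratio signal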
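test system = HEK293 cells with stable TRPC4beta plus mu-opioid receptor expression | detection = Fluo4 Ca2+ flux fluorescence | read-out = integrated fluorescence ratio relative to baseline, converted to per-well B score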
hERG rescue: hERG rescue from dofetilide block, primary screen, cell-based, CHO-hERG, FluxOR thallium flux, dofetilide IC70. Voltage-gated inwardly rectifying potassium channel KCNH2 (Homo sapiens), Q12809. dofetilide IC70 present. activation (rescue from dofetilide block), less the hit threshold, % at 10 µM. 310,000 tested, 0.51% active. AID 1511, 2009;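 active means activation above the mean of controls blocked by dofetilide plus 5 SD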;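 further: thallium influx through hERG after potassium depolarization seen as dye fluorescence rise; in these data hits start at about 4.7%; inactives centre near -7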
KCNK9 block: KCNK9 potassium channel inhibitors, primary screen, HEK293 cells, thallium flux | 310,000 tested, 1.2% active | B-score at 10 µM | Potassium channel subfamily K member 9 (Homo sapiens), Q9NPC2 | FluxOR thallium flux fluorescence; hits give low values | AID 488922, 2010;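 active means ratio B-score over 3 SD below the library mean, with starting fluorescence within 5 SD of its mean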;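 further: negative B-score means less thallium flux so channel inhibition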
Target sequence (Q9NPC2 whole entry, looked up): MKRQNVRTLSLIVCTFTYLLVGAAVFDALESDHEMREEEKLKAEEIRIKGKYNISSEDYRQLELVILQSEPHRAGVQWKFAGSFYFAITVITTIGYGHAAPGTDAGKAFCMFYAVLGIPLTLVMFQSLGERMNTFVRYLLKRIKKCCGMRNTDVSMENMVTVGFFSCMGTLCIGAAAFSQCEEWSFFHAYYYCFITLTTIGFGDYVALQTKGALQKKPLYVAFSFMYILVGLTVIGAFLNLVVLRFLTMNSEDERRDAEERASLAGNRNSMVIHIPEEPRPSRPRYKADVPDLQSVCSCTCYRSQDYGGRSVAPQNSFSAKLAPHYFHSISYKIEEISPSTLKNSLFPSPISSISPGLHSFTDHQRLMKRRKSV
KCNQ1 act: potentiators or activators of KCNQ1 channel, primary screen, cell-based, thallium flux, high-throughput | Potassium voltage-gated channel subfamily KQT member 1 (Homo sapiens), P51787 | B-score at 10 µM | CHO-K1 KCNQ1, thallium flux FluxOR fluorescence; hits give high values | 310,000 tested, 0.35% active;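 active means fluorescence ratio B-score, a plate-corrected score, at least three library SD, with initial intensity B-score within 5 SD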
Target sequence (P51787 whole entry, looked up): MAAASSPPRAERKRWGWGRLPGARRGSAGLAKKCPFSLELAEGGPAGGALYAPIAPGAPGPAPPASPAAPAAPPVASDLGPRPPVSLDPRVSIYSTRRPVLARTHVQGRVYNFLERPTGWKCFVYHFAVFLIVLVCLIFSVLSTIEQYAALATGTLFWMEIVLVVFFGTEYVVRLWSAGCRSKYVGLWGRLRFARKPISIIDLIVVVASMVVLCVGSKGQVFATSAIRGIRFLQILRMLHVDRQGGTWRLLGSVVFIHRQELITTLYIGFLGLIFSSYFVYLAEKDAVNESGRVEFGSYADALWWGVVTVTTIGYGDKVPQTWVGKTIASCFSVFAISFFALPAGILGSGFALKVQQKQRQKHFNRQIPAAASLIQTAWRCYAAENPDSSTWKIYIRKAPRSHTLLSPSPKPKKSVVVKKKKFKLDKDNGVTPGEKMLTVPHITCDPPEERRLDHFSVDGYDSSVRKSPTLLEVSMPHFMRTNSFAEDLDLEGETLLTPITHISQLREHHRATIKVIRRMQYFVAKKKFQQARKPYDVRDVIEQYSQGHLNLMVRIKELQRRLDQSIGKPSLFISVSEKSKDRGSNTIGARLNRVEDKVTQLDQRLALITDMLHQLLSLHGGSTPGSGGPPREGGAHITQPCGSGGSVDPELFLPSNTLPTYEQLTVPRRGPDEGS
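Material: CHO-K1 cells stably expressing KCNQ1. Medium: assay buffer for compound exposure, DMSO matched across wells. Reagent: K+/Tl+ depolarizing stimulus. Compound dosing: single-concentration screen. Times: 37 °C overnight plating, 90-min dark dye load, 20-min compound pretreatment. Technique: FluxOR Tl+ flux fluorescence.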
Platelet DG rel: inhibitors of platelet dense granule secretion, primary screen, cell-based, MLPCN, human platelets | human platelet-rich plasma, SFLLRN dense granule ATP release, luminescence | inhibition, %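 (compounds screened at 7.5 µM in platelet-rich plasma)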 | 300,000 tested, 0.22% active | AID 1663, 2009;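 active means mean replicate score, as percent of positive control, at or above 50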
Dyrk1A ADPGlo: rat Dyrk1A kinase inhibitors, primary screen, biochemical, single point, plate reader | inhibition, % at 12.5 µM | Dual specificity tyrosine-phosphorylation-regulated kinase 1A (Rattus norvegicus), Q63470 | 310,000 tested, 0.43% active | ADP-Glo luminescence, NFATc1 peptide; in the data active means inhibition above about 50%;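 further: plate controls were vehicle with enzyme for no effect and no enzyme for full effect; many of its hits are not listed in these tables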
KCNQ1 inh: inhibitors of human KCNQ1 channel, primary screen, cell-based, thallium flux, high-throughput; Potassium voltage-gated channel subfamily KQT member 1 (Homo sapiens), P51787; CHO-K1 KCNQ1, FluxOR thallium flux fluorescence; hits give high values; AID 2642, 2010; 310,000 tested, 1.3% active; B-score at 10 µM;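 active means compounds whose thallium flux B-score, printed positive for inhibition, exceeds three library SD while starting fluorescence stays within three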;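 further: channel opened by potassium depolarization with thallium stimulus after 20 min compound exposure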
TRPC4 act: activators of mouse TRPC4 channel, primary screen, Fluo4 calcium, HEK293 TRPC4beta/mu-opioid cells | Short transient receptor potential channel 4 (Mus musculus), Q9QUQ5 | Fluo4 calcium fluorescence; hits give high values | B-score at 10 µM | 310,000 tested, 0.49% active | AID 2237, 2010;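 active means B-score above 5 SD of library B-scores, and initial fluorescence ratio not above library mean plus 5 SD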;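 further: positive B-score marks a calcium rise read as TRPC4 activation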
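Assay system – TRPC4beta and mu-opioid receptor HEK293 stable cells · Measured by – Fluo4 fluorescence, kinetic · Schedule – dye loading 45 min room temperature, 110 s kinetic read · Read-out – B-scored integrated calcium fluorescence ratio · Controls – buffer and maximal DAMGO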
PolyA inh: polyadenylation inhibitors in yeast reporter cells, primary screen, luminescence, S. cerevisiae. S. cerevisiae SKY197-pL101 polyadenylation reporter, beta-gal luminescence; efflux-impaired pdr1/pdr3 knockout yeast; score 100 = 6 SD above DMSO. 300,000 tested, 0.02% active. calls only at 12 µM. AID 1875, 2009;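 active means lowest replicate activity score at least 50, where 100 means six control SD above control mean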;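 further: yeast exposed to compound for 9 h at 30 °C; higher score means more reporter readthrough which indicates perturbed polyadenylation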
An asterisk follows results filed as active; i = inactive; nt = no result given. Some of the compounds tested; count on the stated rates, not on these rows.

SMILES	TRPC4 potent	KCNK3 block	TRPC4 inh	hERG rescue	KCNK9 block	KCNQ1 act	Platelet DG rel	Dyrk1A ADPGlo	KCNQ1 inh	TRPC4 act	PolyA inh
CCC(C)NC(=O)c1cn(C)c(=O)c2cc(OC)c(OC)cc12 (stereo unspecified)	i	i	i	-1	i	i	-4	2	i	i	i
Cc1ccn2c(=O)nc(SCC(=O)Nc3cccc4ccccc34)nc2c1	i	i	i	-14	i	i	1	nt	i	i	i
CC(C)(C)n1ncc2c(=O)n(CC(=O)Nc3ccc4c(c3)OCCO4)cnc21	i	i	i	-5	i	i	-2	-4	i	i	i
CCCCCOc1ccc(Cn2ccnc2)cc1[N+](=O)[O-]	i	i	i	0	i	i	17	10	i	i	i
O=C(Nc1cccc(C(F)(F)F)c1)C1CCCN(c2ncccn2)C1 (stereo unspecified)	i	i	i	-6	i	i	0	5	i	i	i
COc1ccc(C(=O)Nc2ccccc2[N+](=O)[O-])cc1S(=O)(=O)N1CCOCC1	i	i	i	-3	i	i	-1	-4	i	i	i
Cc1ccc(/C=C2\SC(=S)N(CCC(=O)NNS(=O)(=O)c3ccccc3)C2=O)cc1	i	i	i	-7	i	i	5	-6	i	i	nt
NC(=O)c1nsc(C(=O)N(Cc2cccnc2)C(C(=O)NCc2ccc(F)cc2)c2ccc(O)cc2)c1N (stereo unspecified)	i	i	i	-9	i	i	9	-2	i	i	i
COC(=O)c1ccc(NC(=O)C(=O)c2cn(CC(=O)N3CCOCC3)c3ccccc23)cc1	i	i	i	-12	i	i	26	-2	i	i	i
O=C(NNC(=O)C1CC1)c1cccc([N+](=O)[O-])c1	i	i	i	-7	i	i	nt	5	i	i	nt
O=C(NN1C(=O)C2C(C1=O)C1C=CC2C12CC2)c1ccccc1Cl (stereo unspecified)	i	i	i	-2	i	i	11	nt	i	i	i
COc1ccc(C(=O)CSc2nnc(CN3CCCCC3)n2-c2ccc(F)cc2)cc1OC	i	i	i	-9	i	i	8	1	i	i	i
Cc1ccc(CN2C(=O)CCC2C(=O)NCc2cccnc2)cc1 (stereo unspecified)	i	i	i	-6	i	i	6	-12	i	i	i
COc1cc(C(=O)OCCCN2CCOCC2)ccc1O	i	i	i	-13	i	i	-3	0	i	i	i
C=CCCC(=O)NC1CCCc2c1cnn2-c1ccccc1F (stereo unspecified)	i	i	i	-1	i	i	-4	-6	i	i	i

3 entries from above, arranged by the value under Dyrk1A ADPGlo, low to high:
| Structure | TRPC4 potent | KCNK3 block | TRPC4 inh | KCNK9 block | KCNQ1 act | Platelet DG rel | Dyrk1A ADPGlo | KCNQ1 inh | TRPC4 act | PolyA inh |
| --- | --- | --- | --- | --- | --- | --- | --- | --- | --- | --- |
| COc1cc(C(=O)OCCCN2CCOCC2)ccc1O | i | i | i | i | i | -3 | 0 | i | i | i |
| CCC(C)NC(=O)c1cn(C)c(=O)c2cc(OC)c(OC)cc12 (stereo unspecified) | i | i | i | i | i | -4 | 2 | i | i | i |
| O=C(Nc1cccc(C(F)(F)F)c1)C1CCCN(c2ncccn2)C1 (stereo unspecified) | i | i | i | i | i | 0 | 5 | i | i | i |

(cont.)
SMILES	TRPC4 potent	KCNK3 block	TRPC4 inh	hERG rescue	KCNK9 block	KCNQ1 act	Platelet DG rel	Dyrk1A ADPGlo	KCNQ1 inh	TRPC4 act	PolyA inh
CCN(CCCn1c(=S)[nH]c2ccc(N3CCOCC3)cc2c1=O)c1ccccc1	i	i	i	-11	i	i	-4	3	i	i	i
Cc1nnc(SCC(=O)NC2CCCc3c2cnn3-c2ccccc2F)o1 (stereo unspecified)	i	i	i	-10	i	i	2	0	i	i	i
O=C(COc1ccc(Cl)cc1)Nc1cc2c3c(c1)CC(=O)N3CCC2	i	i	i	-9	i	i	1	7	i	i	i
CC1(C)Cc2ccccc2-c2nnc(SCc3ccc(C#N)cc3)n21	i	i	i	-6	i	i	-2	-5	i	i	i
COC(=O)c1nn(-c2ccccc2)c(Cl)c1/C=N/OCc1ccc(C)cc1	i	i	i	-9	i	i	2	1	i	i	i
Cc1cc([N+](=O)[O-])ccc1NC(=O)c1cc2ccccc2o1	i	i	i	-6	i	i	3	0	i	i	i
Cc1oc(-c2cccc(Br)c2)[n+]([O-])c1C	i	i	i	-13	i	i	-5	-2	i	i	i
CC(C)CN(CC(C)C)C(=O)CN1c2cccc3cccc(c23)S1(=O)=O	i	i	i	-1	i	i	-5	-2	i	i	i
O=S(=O)(CCCc1ccccc1)c1ncn[nH]1	i	i	i	-1	i	i	nt	-2	i	i	nt
CN(C(=O)C12CC3CC(CC(C3)C1)C2)C1CCS(=O)(=O)C1 (stereo unspecified)	i	i	i	-2	i	i	1	13	i	i	i
COc1ccc2cc(CN(CC3COCCO3)S(=O)(=O)c3ccccc3)c(=O)[nH]c2c1 (stereo unspecified)	i	i	i	-11	i	i	-9	-3	i	i	i
CCSc1nc(O)c(C(c2cccc(OC)c2)c2c(O)nc(SCC)[nH]c2=O)c(=O)[nH]1	i	i	i	-7	i	i	-11	6	i	i	i
CC(C)(C)c1ccc(C(=O)N/N=C2\C3CN4CCN(C3)CC2(c2ccccc2)C4)cc1	i	i	i	-5	i	i	-13	-3	i	i	i
CC(=O)N1CCOc2ccc(S(=O)(=O)NCCc3cccc(C)c3)cc21	i	i	i	-9	i	i	16	-4	i	i	i
COc1ccc(OC)c(S(=O)(=O)N2CCCC(C(=O)NCc3cccnc3)C2)c1 (stereo unspecified)	i	i	i	-6	i	i	7	0	i	i	i
COc1ccc(N(C)S(=O)(=O)c2cccc(C(=O)OCC(=O)NCc3ccccc3OC)c2)cc1	i	i	i	-11	i	i	-3	-6	i	i	i
CCOC(=O)N1CCN(CC(=O)Nc2cc(OC)c(OC)cc2C#N)CC1	i	i	i	-5	i	i	13	nt	i	i	i
CC(=O)c1nc2ccccc2n1S(=O)(=O)c1ccc(C)cc1	i	i	i	-8	i	i	-1	-1	i	i	i
COc1ccc(C)cc1C(=O)CCC(=O)Nc1ccccc1N1CCOCC1	i	i	i	-12	i	i	-4	-11	i	i	i
CCOc1cc(C(=O)NCc2ccc(C)cc2)ccc1OCC(=O)N1CCOCC1	i	i	i	-11	i	i	-4	1	i	i	i
O=C1CN(c2ccc(Cl)cc2)C(=O)CN1NC(=S)Nc1ccc(Cl)cc1	i	i	i	-2	i	i	11	9	i	i	i
CC(C)(C)OC1NS(=O)(=O)OCC1NCOC(Cl)(Cl)Cl (stereo unspecified)	i	i	i	-3	i	i	3	nt	i	i	i
COc1cc(CN2CCN(C(=O)c3ccccc3F)CC2)cc(OC)c1OC	i	i	i	-1	i	i	3	2	i	i	i
N#Cc1cc2c(nc1SCC1COc3ccccc3O1)CCC2 (stereo unspecified)	i	i	i	-5	i	i	-7	-2	8*	i	i
COc1ccc(CN(C(=S)Nc2ccccc2)C2CC(=O)N(c3ccc(Cl)cc3)C2=O)cc1 (stereo unspecified)	i	i	i	-12	i	i	8	3	i	i	i
CCOC(=O)C1CCN(C(=O)c2cc3cc(Br)ccc3oc2=O)CC1	i	i	i	-7	i	i	2	1	i	i	i
CC1=C(C(=O)OCc2ccccc2)C(/C=C/c2ccccc2)NC(=S)N1 (stereo unspecified)	i	i	i	-7	i	i	-1	4	i	i	i
COc1cccc(OC)c1C(=O)Nc1sc2c(c1C(N)=O)CCCC2	i	i	i	-10	-11*	i	8	nt	i	i	i
COc1ccc(C)cc1Nc1cc(C)nc2nc(C)nn12	i	i	i	-2	i	i	12	5	i	i	i
CN(C(=O)COC(=O)c1cc(=O)[nH]c2ccccc12)c1c(N)n(Cc2ccccc2)c(=O)[nH]c1=O	i	i	i	-13	i	i	0	-2	i	i	i
COc1ccc(N(CC(=O)Nc2ccccc2C(=O)N2CCCC2)S(=O)(=O)c2ccccc2)cc1	i	i	i	-11	i	i	-5	-5	i	i	i
CC(C)(C)NC(=O)CN(Cc1cccs1)C(=O)CN1C(=O)C(=O)c2ccccc21	i	i	i	-9	i	i	0	-1	i	i	i
CCCCOC(=O)c1ccc(NC(=S)NC(=O)c2ccco2)cc1	i	i	i	0	i	11*	2	2	i	i	nt
CC(=O)Nc1ccc(NC(=O)CSc2ccc([N+](=O)[O-])cn2)cc1	i	i	i	-8	i	i	20	-2	i	i	i
CC(=O)N1CC(C)Sc2ccc(S(=O)(=O)NC(C)c3ccccc3)cc21 (stereo unspecified)	i	i	i	-12	i	i	0	-2	i	i	i
CC(=O)N1CCc2cc(Br)cc(S(=O)(=O)N3CCN(c4ccccn4)CC3)c21	i	i	i	-8	i	i	2	25	i	i	i
COc1ccccc1OCC(=O)NNC(=O)Nc1ccccc1	i	i	i	-4	i	i	-1	nt	i	i	i
Cc1cc(OC(C)C(=O)NCCCn2ccnc2)c2c(C)cc(=O)oc2c1 (stereo unspecified)	i	i	i	-6	i	i	-1	-4	i	i	i
COc1ccc(NC(=O)NC(C)c2ccc3c(c2)OCO3)c(OC)c1 (stereo unspecified)	i	i	i	2	i	i	-2	-3	i	i	i
CC(C)NC(=S)N/N=C/c1ccc(C(C)(C)C)cc1	i	i	i	-7	i	i	-1	-9	i	i	i
O=C(O)CSCNC(=O)C12CC3CC(CC(C3)C1)C2	i	i	i	-9	i	i	8	-2	i	i	i
O=C(COc1ccccc1)Nc1cccc2c1CCCC2	i	i	i	-3	i	i	2	7	i	i	i
N#CC(C#N)=C1NC2(CCCCC2)Cc2ccccc21	i	i	i	-7	i	i	-42	7	i	i	i
C/C(CC(=O)Nc1c(C)cc(C)cc1C)=N\NC(=O)Cc1ccccc1	i	i	i	-5	i	i	-18	5	i	i	i
COc1cc(-c2nc3cc(C)ccn3c2NC2CCCCC2)ccc1-c1ccc(C(C)=O)cc1	i	i	i	-20	-9.3*	i	7	-1	i	i	i

Screening results (PubChem)
